HCV NS3 hel inh – blocks Hepatitis C virus NS3 helicase unwinding | NS3 helicase DNA unwinding, Cy5 molecular beacon fluorescence | inhibition, % at 10.9 µM | 290,000 compounds, 0.56% hits | AID 1800;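 active = inhibition above the mean of all tested compounds plus 3 SD, set per campaign, cut at about 35% in these data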;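 note: 0% = DMSO wells and 100% = thioflavine S control wells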
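System: Hepatitis C virus NS3 helicase domain fragment enzyme | Reagent: Annealed dual-labelled DNA beacon duplex, ATP-started | Compound dosing: 10.9 µM single point, 0.8% DMSO | Incubation: 1 h reaction at 25 °C, ATP-initiated | Technique: Cy5 fluorescence | Evaluation: Percent inhibition from t60/t0 fluorescence ratio | Benchmarks: Low DMSO, high thioflavine S at 110 µM | Replication: Singlicate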
IMP-1 inh – blocks Pseudomonas aeruginosa IMP-1 metallo-beta-lactamase | purified IMP-1, nitrocefin hydrolysis, epi-absorbance fluorescence | 290,000 compounds, 0.45% hits | AID 1556 | inhibition, % at 5.6 µM;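 active = inhibition above the mean plus 3 SD of all compounds in the same screening run, cut at about 4.5% in these data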;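 note: 0% = IMP-1 with DMSO and 100% = DMSO wells lacking enzyme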
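System: Purified recombinant IMP-1 metallo-beta-lactamase enzyme | Measured by: Fluorescence quenching readout, ex 480/em 530 nm | Replication: Singlicate | Incubation: 15 min preincubation plus 25 min reaction at 25 °C | Evaluation: Percent inhibition from optical density relative to buffer-blank wells | Benchmarks: DMSO with and without IMP-1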
pCIP destab – compounds decreasing mouse p/CIP protein stability | decrease of EGFP signal, % at 10 µM | 290,000 compounds, 0.01% hits | Q05BA5 | F442A p/CIP-EGFP cells, EGFP fluorescence, 16 h | AID 1984;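 active = EGFP signal decrease of at least 30% at 10 µM or well 3 SD below plate mean, unless failing retest; inactive = the rest, including hits failing retest or dose response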; note: some compounds called inactive have numbers as strong as hits; many of its hits are not listed in these tables
Target sequence (Q05BA5 1-1403): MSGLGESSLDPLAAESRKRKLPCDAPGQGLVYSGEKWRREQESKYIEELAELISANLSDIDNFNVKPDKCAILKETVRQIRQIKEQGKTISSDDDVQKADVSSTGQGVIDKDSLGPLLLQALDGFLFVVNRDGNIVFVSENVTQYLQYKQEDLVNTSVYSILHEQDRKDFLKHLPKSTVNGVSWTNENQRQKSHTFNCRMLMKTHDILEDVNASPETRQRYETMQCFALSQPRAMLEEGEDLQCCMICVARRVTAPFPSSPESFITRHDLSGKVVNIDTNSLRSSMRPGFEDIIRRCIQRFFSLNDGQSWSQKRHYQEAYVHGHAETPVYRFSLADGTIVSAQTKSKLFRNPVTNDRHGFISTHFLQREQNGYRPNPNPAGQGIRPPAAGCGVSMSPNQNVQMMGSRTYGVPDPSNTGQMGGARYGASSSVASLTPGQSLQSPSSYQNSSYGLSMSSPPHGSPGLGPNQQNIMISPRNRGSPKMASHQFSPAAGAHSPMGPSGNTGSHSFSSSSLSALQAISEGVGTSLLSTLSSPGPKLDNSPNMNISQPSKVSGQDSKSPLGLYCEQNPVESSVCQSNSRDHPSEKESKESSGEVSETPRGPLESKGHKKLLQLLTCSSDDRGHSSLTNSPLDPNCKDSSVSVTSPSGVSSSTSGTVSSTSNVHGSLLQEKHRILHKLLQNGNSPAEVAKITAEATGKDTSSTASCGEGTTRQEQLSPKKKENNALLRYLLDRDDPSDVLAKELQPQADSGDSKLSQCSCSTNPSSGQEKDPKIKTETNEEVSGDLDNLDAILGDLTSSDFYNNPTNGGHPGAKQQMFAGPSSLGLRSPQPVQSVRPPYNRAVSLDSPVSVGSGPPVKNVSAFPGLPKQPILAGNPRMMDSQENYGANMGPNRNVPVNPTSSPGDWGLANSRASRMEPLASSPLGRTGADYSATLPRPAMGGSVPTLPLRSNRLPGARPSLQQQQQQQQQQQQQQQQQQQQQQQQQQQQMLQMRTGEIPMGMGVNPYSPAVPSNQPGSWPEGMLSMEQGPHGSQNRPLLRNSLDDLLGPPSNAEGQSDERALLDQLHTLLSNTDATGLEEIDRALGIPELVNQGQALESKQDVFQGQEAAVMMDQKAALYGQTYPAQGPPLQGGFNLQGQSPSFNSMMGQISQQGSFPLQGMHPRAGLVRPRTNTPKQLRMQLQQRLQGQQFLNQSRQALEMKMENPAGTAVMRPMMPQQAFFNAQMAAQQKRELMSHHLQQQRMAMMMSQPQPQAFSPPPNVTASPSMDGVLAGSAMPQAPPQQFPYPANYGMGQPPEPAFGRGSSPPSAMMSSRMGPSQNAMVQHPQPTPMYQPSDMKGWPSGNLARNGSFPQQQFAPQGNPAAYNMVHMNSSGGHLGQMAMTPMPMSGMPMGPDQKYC
VIM-2 inh – blocks Pseudomonas aeruginosa VIM-2 metallo-beta-lactamase. inhibition, % at 5.6 µM. 290,000 compounds, 0.89% hits. purified VIM-2, nitrocefin hydrolysis, epi-absorbance fluorescence;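 active = inhibition above the mean of all tested compounds plus 3 SD, cutoff set per screening run, cut at about 7.5% in these data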;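 note: red hydrolysis product quenches plate fluorescence so inhibitors raise well fluorescence; 0% = enzyme with DMSO and 100% = DMSO without enzyme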
PHOSPHO1 inh – blocks human PHOSPHO1 phosphatase activity; recombinant PHOSPHO1, absorbance phosphatase assay; inhibition, % at 13.3 µM; 290,000 compounds, 1.1% hits; AID 1565; in the data active = inhibition above about 60%
MEKK3 PB1 HTS – modulators (inhibitors or enhancers) of MEK5 binding to human MEKK3 PB1 domain; bead-based flow cytometry, Alexa488-MEK5 binding to MEKK3; actives lie on both sides; 0 = blocked by unlabeled MEK5, 100 = vehicle; binding response (% of control), % at 10 µM; 290,000 compounds, 1.4% hits; AID 1529;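 active = binding response more than 3 SD above or below the average of its plate-row segment, actives on both sides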;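 note: Alexa488 bead fluorescence after subtracting the streptavidin-only scavenger bead signal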
IDE cell activ – activators of human insulin-degrading enzyme in cells | P14735 | HEK cells, FAbeta-B cleavage, fluorescence polarization; 0% vehicle, 100% cell-free pure enzyme wells | 340,000 compounds, 0.073% hits | activation, % at 5.96 µM | AID 493087;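 active = activation above the mean of all tested compounds plus 3 SD, set per screening campaign, cut at about 17% in these data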
SUMO HTRF inh – blocks human SUMOylation mediated by UBC9 | HTRF SUMOylation assay, SAE1/SAE2 + UBC9, in vitro | inhibition, % at 35 µM | 290,000 compounds, 0.36% hits; in the data active = inhibition above about 50%, passing the limit was not always enough; note: strong numbers were not always called active
DNA FID counter – counter-screen for HCV NS3 helicase inhibitors: DNA intercalator displacement; DNA fluorescent intercalator displacement, fluorescence; inhibition, % at 7.9 µM; 290,000 compounds, 0.17% hits; in the data active = inhibition above about 37%;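 note: 0% = vehicle and 100% = reference compound; higher means more ethidium bromide displaced from hairpin DNA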
* marks the source's active call; other numbers are inactive results. An excerpt; count on the stated rates, not on these rows.

For Cc1cccc(C)c1NC(=S)N1CCC(N(C)CC2CCCO2)CC1 (stereo not given) the results were HCV NS3 hel inh 17, IMP-1 inh 0.1, pCIP destab -5, VIM-2 inh -2.4, PHOSPHO1 inh -7, MEKK3 PB1 HTS 94, IDE cell activ 0, SUMO HTRF inh 17 and DNA FID counter 5.
Screening CCOc1ccc(C(c2c(NC(=O)c3ccccc3)sc(C)c2C)N2CCN(C)CC2)cc1 (stereo not given) returned HCV NS3 hel inh -68, IMP-1 inh -3.3, pCIP destab -13, VIM-2 inh -2.6, PHOSPHO1 inh -23, MEKK3 PB1 HTS 99, IDE cell activ 8, SUMO HTRF inh -14 and DNA FID counter 7.
For Cc1cc(O)c(NC(=S)NC(=O)c2ccc(-c3ccc(Cl)cc3)o2)cc1C the results were HCV NS3 hel inh 12, IMP-1 inh -0.3, pCIP destab 4, VIM-2 inh -1.0, PHOSPHO1 inh 36, MEKK3 PB1 HTS 108, IDE cell activ -2, SUMO HTRF inh 15 and DNA FID counter -4.
COc1cccc(OC)c1C(=O)Nc1nnc(C(C)C)s1 was read as HCV NS3 hel inh 2, IMP-1 inh -0.5, pCIP destab -10, VIM-2 inh -1.1, PHOSPHO1 inh 16, MEKK3 PB1 HTS 104, IDE cell activ 6, SUMO HTRF inh 9 and DNA FID counter -3.
O=C(CCCn1c(=S)[nH]c2cc3c(cc2c1=O)OCO3)N1CCN(c2ccccn2)CC1 was read as HCV NS3 hel inh 0, IMP-1 inh -3.8, pCIP destab -18, VIM-2 inh 0.5, PHOSPHO1 inh -82, MEKK3 PB1 HTS 100, IDE cell activ -4, SUMO HTRF inh 23 and DNA FID counter -9.
COC(=O)c1cccc(S(=O)(=O)N2CCCCC2)c1 was read as HCV NS3 hel inh 5, IMP-1 inh -0.1, pCIP destab 0, VIM-2 inh -1.1, PHOSPHO1 inh -23, MEKK3 PB1 HTS 100, IDE cell activ -1, SUMO HTRF inh -1 and DNA FID counter -3.
For COc1ccc(CNC(=O)c2cnc3cc(C)ccn3c2=O)cc1 the results were HCV NS3 hel inh -3, IMP-1 inh -3.1, pCIP destab 7, VIM-2 inh 0.2, PHOSPHO1 inh -6, MEKK3 PB1 HTS 92, IDE cell activ 2, SUMO HTRF inh 11 and DNA FID counter -15.
COc1ccc(NC(=O)c2nn(C)c(C(=O)Nc3ccc(OC)cc3)c2[N+](=O)[O-])cc1 was read as HCV NS3 hel inh 2, IMP-1 inh -2.8, pCIP destab -4, VIM-2 inh -1.3, PHOSPHO1 inh -21, MEKK3 PB1 HTS 106, IDE cell activ 0, SUMO HTRF inh 11 and DNA FID counter 6.
Screening Cc1cc(=O)[nH]c2c1c(C)nn2C(C)(C)C returned HCV NS3 hel inh -13, IMP-1 inh -1.9, pCIP destab -3, VIM-2 inh -0.8, PHOSPHO1 inh 12, MEKK3 PB1 HTS 97, IDE cell activ -4, SUMO HTRF inh 19 and DNA FID counter -6.
`O=C1c2ccccc2NC(c2cccnc2)N1c1ccccc1F` (stereo not given) gave HCV NS3 hel inh 2, IMP-1 inh -3.4, pCIP destab -3, VIM-2 inh -4.5, PHOSPHO1 inh -9, MEKK3 PB1 HTS 97, IDE cell activ 6, SUMO HTRF inh 8 and DNA FID counter 4.
O=C(Cc1cccs1)Nc1cccc(-c2nc3ccccc3o2)c1 was read as HCV NS3 hel inh 17, IMP-1 inh -3.7, pCIP destab 3, VIM-2 inh -2.3, PHOSPHO1 inh 36, MEKK3 PB1 HTS 100, IDE cell activ 2, SUMO HTRF inh 14 and DNA FID counter -3.
Screening CCOc1ccc(NC(=O)CSc2nc3ccccc3nc2N2CC(C)OC(C)C2)cc1 (stereo not given) returned HCV NS3 hel inh -19, IMP-1 inh -2.4, pCIP destab 4, VIM-2 inh -2.2, PHOSPHO1 inh 33, MEKK3 PB1 HTS 102, IDE cell activ 13, SUMO HTRF inh -6 and DNA FID counter -11.
Screening CCN1CCS/C1=C/C=C/C1=[N+](CC)CCS1 returned HCV NS3 hel inh 0, IMP-1 inh -2.7, pCIP destab -34, VIM-2 inh 0.1, PHOSPHO1 inh 0, MEKK3 PB1 HTS 90, IDE cell activ 9, SUMO HTRF inh 0 and DNA FID counter 1.
`O=C1c2ccccc2C(=O)N1OCc1ccccc1[N+](=O)[O-]` gave HCV NS3 hel inh -7, IMP-1 inh -0.7, pCIP destab -8, VIM-2 inh -1.0, PHOSPHO1 inh 34, MEKK3 PB1 HTS 100, IDE cell activ 4, SUMO HTRF inh 8 and DNA FID counter 2.
Cc1onc(-c2ccccc2Cl)c1C(=O)NC(=S)Nc1ccccc1F was read as HCV NS3 hel inh -16, IMP-1 inh -2.7, pCIP destab 24, VIM-2 inh -1.3, PHOSPHO1 inh 4, MEKK3 PB1 HTS 92, IDE cell activ -1, SUMO HTRF inh -8 and DNA FID counter -15.
Screening CC1(C)CC(=O)C2=C(C1)OC(N)=C(C#N)[C@@H]2c1ccccc1[N+](=O)[O-] returned HCV NS3 hel inh 7, IMP-1 inh 2.1, pCIP destab -7, VIM-2 inh 0.4, PHOSPHO1 inh 33, MEKK3 PB1 HTS 91, IDE cell activ -9, SUMO HTRF inh 19 and DNA FID counter -7.
Screening Cc1ccc2nc(-c3ccc(N4C(=NC(=O)CCC(=O)O)SC5CS(=O)(=O)CC54)cc3)sc2c1 (stereo not given) returned HCV NS3 hel inh -17, IMP-1 inh -5.1, pCIP destab -6, VIM-2 inh 0.8, PHOSPHO1 inh -14, MEKK3 PB1 HTS 92, IDE cell activ -7, SUMO HTRF inh 30 and DNA FID counter 15.
For COCCN(C(=O)COC(=O)c1c(-c2ccccc2)noc1C)c1c(N)n(Cc2ccccc2)c(=O)[nH]c1=O the results were HCV NS3 hel inh 5, IMP-1 inh -2.1, pCIP destab -9, VIM-2 inh -4.9, PHOSPHO1 inh 3, MEKK3 PB1 HTS 104, IDE cell activ -1, SUMO HTRF inh 0 and DNA FID counter -36.
For COc1ccc2cc(C(c3nnnn3CCc3ccccc3)N3CCCC(C)C3)c(=O)[nH]c2c1 (stereo not given) the results were HCV NS3 hel inh -8, IMP-1 inh -2.0, pCIP destab -12, VIM-2 inh -0.7, PHOSPHO1 inh 82*, MEKK3 PB1 HTS 100, IDE cell activ -9, SUMO HTRF inh 30 and DNA FID counter 0.
CCCCOc1ccc(CSC(=N)N)cc1Cl was read as HCV NS3 hel inh -63, IMP-1 inh -2.8, pCIP destab 2, VIM-2 inh 0.4, PHOSPHO1 inh -41, MEKK3 PB1 HTS 105, IDE cell activ -4, SUMO HTRF inh 5 and DNA FID counter 11.
For N#Cc1c(SCC(=O)Nc2nccs2)sc2c(O)cc(=O)[nH]c12 the results were HCV NS3 hel inh 28, IMP-1 inh -1.1, pCIP destab -10, VIM-2 inh -2.6, PHOSPHO1 inh -20, MEKK3 PB1 HTS 101, IDE cell activ 1, SUMO HTRF inh 11 and DNA FID counter -2.
Screening O=C(NNc1ncnc2c1cnn2-c1ccc(F)cc1)c1cccs1 returned HCV NS3 hel inh 2, IMP-1 inh -2.0, pCIP destab -3, VIM-2 inh -3.3, PHOSPHO1 inh 20, MEKK3 PB1 HTS 107, IDE cell activ 4, SUMO HTRF inh -3 and DNA FID counter -13.
For COC(=O)C1=C(C)N(CC2CC2)C(=O)N[C@H]1c1ccc(Br)cc1 the results were HCV NS3 hel inh -3, IMP-1 inh -1.9, pCIP destab 0, VIM-2 inh -1.4, PHOSPHO1 inh 4, MEKK3 PB1 HTS 102, SUMO HTRF inh 20 and DNA FID counter -30.
For O=C(O)CCC(=O)Nc1nc2nccc(-c3ccccc3)n2n1 the results were HCV NS3 hel inh -3, IMP-1 inh -2.6, pCIP destab -8, VIM-2 inh -2.1, PHOSPHO1 inh 3, MEKK3 PB1 HTS 91, IDE cell activ 3, SUMO HTRF inh 19 and DNA FID counter -3.
Screening Cn1c(/C(C#N)=C(\O)c2ccc([N+](=O)[O-])cc2)nc2ccccc21 returned HCV NS3 hel inh 3, IMP-1 inh -2.7, pCIP destab -28, VIM-2 inh -4.0, PHOSPHO1 inh -83, MEKK3 PB1 HTS 110, IDE cell activ -1, SUMO HTRF inh 20 and DNA FID counter -6.
`COc1ccc(NC(=O)CS(=O)CC(=O)Nc2ccc(-n3cnnn3)c(C)c2)cc1` (stereo not given) gave HCV NS3 hel inh 1, IMP-1 inh -2.7, pCIP destab 10, VIM-2 inh -3.3, PHOSPHO1 inh 20, MEKK3 PB1 HTS 102, IDE cell activ 3, SUMO HTRF inh 14 and DNA FID counter -7.
CC(C)(C)n1nc2c(c1NC(=O)c1ccc(Cl)c([N+](=O)[O-])c1)CS(=O)(=O)C2 was read as HCV NS3 hel inh 3, IMP-1 inh -1.1, pCIP destab -10, VIM-2 inh -2.6, PHOSPHO1 inh 22, MEKK3 PB1 HTS 92, IDE cell activ 5, SUMO HTRF inh -1 and DNA FID counter -1.
O=C(Cn1nc(C(=O)O)c2ccccc2c1=O)Nc1ccccc1C(F)(F)F was read as HCV NS3 hel inh 16, IMP-1 inh -4.7, pCIP destab -14, VIM-2 inh -0.3, PHOSPHO1 inh 18, MEKK3 PB1 HTS 101, IDE cell activ 0, SUMO HTRF inh 19 and DNA FID counter -11.
`O=C(/C=C/c1ccc(Cl)cc1Cl)N(Cc1ccc(Cl)cc1)C1CCS(=O)(=O)C1` (stereo not given) gave HCV NS3 hel inh -6, IMP-1 inh -1.2, pCIP destab -13, VIM-2 inh -2.1, PHOSPHO1 inh 6, MEKK3 PB1 HTS 96, IDE cell activ 5, SUMO HTRF inh -1 and DNA FID counter -7.
Screening Cc1[nH]n(-c2ccccc2)c(=O)c1N=Nc1cccc(S(=O)(=O)N2CCOCC2)c1 returned HCV NS3 hel inh 19, IMP-1 inh -3.5, pCIP destab -21, VIM-2 inh -4.4, PHOSPHO1 inh -7, MEKK3 PB1 HTS 98, IDE cell activ 6, SUMO HTRF inh -13 and DNA FID counter -2.
`O=C(CCN1C(=O)/C(=C/c2cccs2)SC1=S)NC1=NCCS1` gave HCV NS3 hel inh 11, IMP-1 inh -0.2, pCIP destab -8, VIM-2 inh 0.7, PHOSPHO1 inh -2, MEKK3 PB1 HTS 79, IDE cell activ 1, SUMO HTRF inh 17 and DNA FID counter -2.
`Cc1ccc(CN2CC(C(=O)Nc3ncccc3C)CC2=O)cc1` (stereo not given) gave HCV NS3 hel inh -6, IMP-1 inh -2.2, pCIP destab -41, VIM-2 inh -0.8, PHOSPHO1 inh -20, MEKK3 PB1 HTS 101, IDE cell activ 3, SUMO HTRF inh 9 and DNA FID counter -6.
Screening O=C1SCC(c2ccc(Cl)cc2Cl)=NN1Cc1nnc(-c2ccccc2)o1 returned HCV NS3 hel inh 0, IMP-1 inh -1.2, pCIP destab -1, VIM-2 inh -1.4, PHOSPHO1 inh 14, MEKK3 PB1 HTS 103, IDE cell activ 1, SUMO HTRF inh -11 and DNA FID counter -28.

Source: PubChem BioAssay
